# High-throughput results: PubChem, National Center for Advancing Translational Sciences (NCATS)
# DT40 TDP1 no CPT: qHTS for Inhibitors of human tyrosyl-DNA phosphodiesterase 1 (TDP1): qHTS in cells in absence of CPT. DT40 Tdp1-/- hTDP1 cells, no CPT, ATP luminescence, 48 h. Potency, µM (titrated, usually from 46.2 µM), for the others: at the highest dose activity change, negative = growth inhibition, usual class: inhibitors. 420,000 compounds, 15% hits. AID 686978, 2013; active = well fitted inhibition curve with a large enough effect; inconclusive = small, poorly fitted or top-dose-only effect; note: nearly all actives have a fitted effect of over 55% in size
#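 Chicken DT40 Tdp1-/- cells stably complemented with human TDP1 were seeded at 400 cells/well with DMSO in place of 20 nM camptothecin. After compound pinning, cells grew at least 48 hr at 37 °C; viability read by CellTiter-Glo luminescence.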
# The depositor's hits bear a star; ? = inconclusive; & = joins results of further samples. % is set by controls: 0 for no effect and ±100 for the full control effect; potency is the fitted concentration of half-maximal effect.
SMILES,DT40 TDP1 no CPT
COc1cc2nc(C#N)nc(N)c2cc1OC,20µM*
COc1cc(Cl)cc(/C=N\NC(=O)c2ccc3c(c2)OCO3)c1O,-97%
COc1ccc(F)c(CN2CCC3(CCC(CNC(=O)c4cc(C)nn4C)O3)CC2)c1 (centres undefined),15µM*
CC(=O)Nc1cc(-c2ccc(S(C)(=O)=O)cc2)cn2c(-c3ccc(F)cc3)cnc12,?
CC(=O)c1c(O)c(C)c(O)c2c1OC1=CC(=O)/C(=C(/C)N)C(=O)C12C (centres undefined),8.2µM*
Cc1ccc2nc(C3CCCCC3)c(Cc3ccsc3)n2c1,9.2µM*
O=C1c2cccc3cccc(c23)C(=O)N1CCO,-11%
CNC(=O)C[C@H]1C(=O)N(CCc2ccccc2)C[C@@H]1CSC,3%
COc1cc(=O)n2c(c1C(=O)N(C)Cc1nonc1C)CCN(Cc1cccc(Cl)c1)CC2,-13%
COC(=O)c1c(C)cc(O)c(C=O)c1O,-14%
Cn1cc(-c2ccc(C(=O)Nc3cccc(Oc4ccccc4)c3)c3occc23)cn1,?
COc1ccc(CNC(=O)c2ccc(-n3cncn3)c3ccoc23)cc1OC,?
C[C@@H](O)CNC(=O)c1[nH]cnc1C(=O)Nc1ccc(CNC(=O)OC(C)(C)C)cc1,?
Cc1nn(-c2ccccc2)c(C)c1NC(=O)COC(=O)CCc1ccccc1,5%
COc1ccc(C(=O)NCC2Cc3cc(C)cc(-c4cc(C(C)=O)ccc4F)c3O2)c(OC)c1OC (centres undefined),?
CCN1C(=O)[C@@H]2[C@@H]3CN(S(=O)(=O)c4ccc(C)cc4)[C@@H](c4cccc5ccccc45)[C@@H]3C(=O)C[C@@H]2C1=O,?
CC(Cc1ccccc1)=NNc1ccc([N+](=O)[O-])cc1[N+](=O)[O-],7.3µM*
CN[C@H]1C[C@H]2c3cc(-c4ccccc4)ccc3CCN2C(=O)[C@H]1[C@H](C)O,?
OC[C@H]1O[C@@H](Oc2ccc(O)cc2)[C@H](O)[C@@H](O)[C@@H]1O,-12%&-5%
COCCN1C(=O)c2ccccc2C1c1nnnn1Cc1ccccc1 (centres undefined),-10%
Cc1ccccc1-c1cnc(C(O)c2ccc(-c3ccccc3)cc2)[nH]1 (centres undefined),?
CCCCn1c(N)c(N(CCOC)C(=O)CCS(=O)(=O)c2ccc(C)cc2)c(=O)[nH]c1=O,-4%
CCCNC(=O)C1(C)CCCN(C(=O)CN2C(=O)c3ccccc3C2=O)C1 (centres undefined),8%
COc1cc(Cn2c3ccc(NC(=O)CC(C)(C)C)cc3c(=O)n2C)ccc1F,?
O=P(O)(O)C(Sc1ccc(Cl)cc1)P(=O)(O)O,-1%
O=C1C=C(OCCF)CC(c2cccc([N+](=O)[O-])c2)O1 (centres undefined),23%
CN1OC[C@@H]2CN(C(=O)Cc3ccccc3)[C@H](c3ccccc3Br)C[C@@H]21,-27%
O=C(NCc1ccccc1)C(c1ccccc1)n1c(=O)c(-c2ccco2)nc2ccccc21 (centres undefined),21µM*
Cc1ccc2c(c1)cc(CN(C)Cc1nc(C)cs1)c(=O)n2C,-20%
CCOC(Cn1cc([N+](=O)[O-])c(=O)[nH]c1=O)OCC,-9%

# Arranged by length of the SMILES (low to high): 4 of the compounds above
SMILES,DT40 TDP1 no CPT
CCOC(Cn1cc([N+](=O)[O-])c(=O)[nH]c1=O)OCC,-9%
OC[C@H]1O[C@@H](Oc2ccc(O)cc2)[C@H](O)[C@@H](O)[C@@H]1O,-12%&-5%
CCCCn1c(N)c(N(CCOC)C(=O)CCS(=O)(=O)c2ccc(C)cc2)c(=O)[nH]c1=O,-4%
CCN1C(=O)[C@@H]2[C@@H]3CN(S(=O)(=O)c4ccc(C)cc4)[C@@H](c4cccc5ccccc45)[C@@H]3C(=O)C[C@@H]2C1=O,?

# Continued:
SMILES,DT40 TDP1 no CPT
CNC(=O)c1sc(N2N=C3/C(=C\c4ccccc4)CCCC3C2c2ccccc2)nc1C (centres undefined),26µM*
CC1(C)CC(=O)C=C(c2ccc(COC(=O)c3ccc(-c4ccccc4)cc3)cc2)C1=O,?
NC(=O)c1cccc(Nc2nc(C(N)COCc3ccccc3)cs2)n1 (centres undefined),?
CSCCC(C(=O)NC(C)(C)C)n1c(-c2ccccc2)nc2ccccc21 (centres undefined),?
CN1C[C@@H]2[C@@H]3C(=O)N(C)C(=O)[C@@H]3[C@](Cc3ccccc3)(C1=O)N2C(=O)c1ccc(F)cc1,-23%
CSc1ncccc1C(=O)OC(C)C(=O)Nc1ccc2c(c1)OCCO2 (centres undefined),-18%
CCCC(=O)N1CCC1(C)C(=O)NS(=O)(=O)c1cc2c(cc1C)CCCS2(=O)=O (centres undefined),-1%
CCCCCCN1C[C@H](O)[C@@H](n2cc(COC(=O)c3ccccc3)nn2)C[C@@H]1c1ccccc1,-5%
CCCc1c(C(=O)N/N=C/c2ccc(OCc3ccc(F)cc3)cc2)nnn1-c1nonc1N,-2%
CCCCNC(=O)C1C(c2ccc(OC)cc2)=Nc2ccccc2N1C(=O)c1cccnc1 (centres undefined),-30%
C[C@H](CO)N1C[C@H](C)[C@@H](CN(C)C(=O)NC2CCCCC2)Oc2ncc(Br)cc2C1=O,-24%
CN(C)C(=O)COc1ccccc1C(=O)OCC(=O)Nc1ccc(Oc2ccc(Br)cc2)cc1,11µM*
CC1CCN(C(=O)c2ncn3c2c(=O)[nH]c2cccnc23)CC1,-22%
Cn1c(NCc2ccccc2)nc2cc(-c3cccc(C(F)(F)F)c3)sc2c1=O,18µM*
O=C(Nc1c(F)cccc1F)C(c1ccccc1)c1ccccc1,-15%

# Two entries picked at random from those above, as already listed:
SMILES,DT40 TDP1 no CPT
CCCCNC(=O)C1C(c2ccc(OC)cc2)=Nc2ccccc2N1C(=O)c1cccnc1 (centres undefined),-30%
CNC(=O)c1sc(N2N=C3/C(=C\c4ccccc4)CCCC3C2c2ccccc2)nc1C (centres undefined),26µM*

# Next section:
SMILES,DT40 TDP1 no CPT
CCCC(=O)N1CCc2cc(OC)c(OC)cc2C1c1cc2cc3c(cc2[nH]c1=O)OCO3 (centres undefined),-16%
CC1CCCCCCC1OC(=O)c1ccccc1C(=O)O (centres undefined),-22%
COc1ccc(S(=O)(=O)N2CCOC2CNC(=O)C(=O)NCCCN(C)C)cc1C (centres undefined),-5%
CCOc1ccc(NC(=O)c2nc(S(=O)(=O)Cc3ccccc3C)ncc2Cl)cc1,0.71µM*
CC(C)(C)c1ccc2cccc(F)c2n1,2%
CC(=O)N(C)c1ccc(/C=C2\C=Cc3ccccc32)cc1,7.1µM*
O=S(=O)(N[C@@H]1CC[C@H](CCNS(=O)(=O)c2ccccc2Cl)O[C@@H]1CO)c1ccccc1,-23%
C#CCN(C[C@H]1[C@H](OC(=O)NCc2ccc(OC)c(OC)c2)[C@H](OC(=O)NCc2ccc(OC)c(OC)c2)C[C@H]2C(=O)N(c3ccccc3)C(=O)[C@@H]12)S(=O)(=O)c1ccc(C)cc1,?
CCCNC(=O)c1cc2c(c(-c3cccc(-c4ccc(C#N)cc4)c3)n1)[C@@H](CCO)N(C(=O)CC)C2,18µM*
Cc1ccc(C2=CC(c3ccccc3)n3ncnc3N2)c(C)c1 (centres undefined),-25%
CN1CCN(C(=O)C2=C[C@H](c3ccc4c(c3)OCO4)C[C@H](OCCCCO)O2)CC1,-2%
O=C(NCc1ccccc1)C(C1CC1)n1c(CSCCOc2ccccc2)nc2ccccc21 (centres undefined),16µM*
Cc1ccc([C@@H]2CC(=O)[C@@H]3CN(S(=O)(=O)c4ccc(C)cc4)[C@H](c4cccc5ccccc45)C[C@@H]3N2S(=O)(=O)c2ccc(Cl)cc2)cc1,4%
C[C@H](CO)N1C[C@H](C)[C@H](CN(C)S(=O)(=O)c2ccccc2)OCc2ccccc2-c2c(n(C)c3ccccc23)C1=O,-14%
CCCCCCCCCCCCCCCCCCNc1ccn(C2OC(COP(=O)(O)OCC3OC(n4cc(F)c(=O)[nH]c4=O)CC3O)C(O)C2O)c(=O)n1 (centres undefined),0.041µM*
Cc1c(C(=O)NCCN2CCC(c3ccccc3)CC2)cnn1-c1nccc(-c2cccs2)n1,?
COC(=O)c1cc(=O)nc(NN=Cc2ccc(C)cc2)s1,-18%
Cc1cccc(C(O)c2ncc(-c3ccc(F)cc3)[nH]2)c1C (centres undefined),?
NC(CSC1(c2ccccc2)c2ccccc2-c2ccccc21)C(=O)O (centres undefined),?
Cc1ccc(F)cc1C(=O)N1CCCC(C)(C(=O)NS(=O)(=O)C2CC2)C1 (centres undefined),2.6µM*
COc1ccc(-c2coc3c(C(=O)Nc4cccc(NS(C)(=O)=O)c4)cccc23)c(C)c1,21µM*
COCc1cccc(-c2csc(C(O)c3cccc(OC)c3)n2)c1 (centres undefined),?
Nc1nnc2cc(Br)ccc2n1,?
CC(C)N1CCC1(C)C(=O)Nc1cccc2ccccc12 (centres undefined),?
COCCn1nnnc1C(c1ccccc1OC)N1CCc2ccccc2C1 (centres undefined),-30%
COC(=O)[C@]12CCCCC=C1N(CCc1ccc(OC)c(OC)c1)C(=O)[C@H](CC(=O)NCC1CCCCC1)C2,?
COCCNc1nc(NCCN2CCNC2=O)c2sc(-c3ccccc3)cc2n1,21µM*
CNc1ccc(C=C2C=CC=C2)cc1,?
CC1(C)CN(Cc2cccnc2)C(=O)[C@H]1CC(=O)Nc1ccc(Br)cc1,?
NC(=O)c1ncn([C@@H]2O[C@H](CNCc3cc(Br)ccc3OCc3ccccc3)[C@@H](O)[C@H]2O)n1,?
COc1ccccc1CC(=O)NCC1Cc2cc(F)cc(-c3cncnc3)c2O1 (centres undefined),-24%
CCCCN(C(=O)c1ccccc1Cl)C(CC(C)C)c1nc2ccccc2[nH]1 (centres undefined),?
Cn1cc([C@]2(O)C(=O)N(c3ccccc3)c3ccccc32)c2ccccc21,?
Cc1cccc(C(O)C(O)c2cccc(C)n2)n1 (centres undefined),-1%
COc1ccc(NC2CCCN(C(=O)C3=NNC(=O)CC3)C2)cc1 (centres undefined),-9%
COc1ccc(CC(=O)N(CCC2=CCCCC2)c2c(N)n(Cc3ccccc3)c(=O)[nH]c2=O)cc1,?
Cc1ccc(S(=O)(=O)NN=Cc2cc(Cl)ccc2O)cc1,-30%
Cc1ccc(OCC(=O)Nc2ccc3c(c2)ncn3C)cc1,-29%
Cc1cnc(-n2ncc(C(=O)NCC3CCCN(C)C3)c2C)nc1-c1cccs1 (centres undefined),-13%
Cn1c(NCCc2ccncc2)nc2cc(-c3cccc(C(F)(F)F)c3)sc2c1=O,?
CCCCCCN1C[C@H](n2cc(C3CC3)nn2)[C@@H](O)C[C@@H]1c1ccc(Cl)cc1,?
CCC(=O)N1CCC(C)(C(=O)NCc2cccc(OC)c2)C1 (centres undefined),-3%
CCOc1ccc(NC(=O)COC(=O)c2ccccc2OCC(=O)N(C)C)cc1,-13%
COc1ccc(C(=O)NCC2Cc3cccc(-c4ccc(S(C)(=O)=O)cc4)c3O2)c(OC)n1 (centres undefined),-9%
FC(F)(F)c1ccccc1Cc1c(-c2ccc(Cl)cc2)nc2ccc(Br)cn12,?

# Among those listed so far, two have an aryl thioether with sulfur outside any ring.
SMILES,DT40 TDP1 no CPT
O=P(O)(O)C(Sc1ccc(Cl)cc1)P(=O)(O)O,-1%
CSc1ncccc1C(=O)OC(C)C(=O)Nc1ccc2c(c1)OCCO2 (centres undefined),-18%

# Next part
SMILES,DT40 TDP1 no CPT
CCOc1ccc(CNC(=O)C2CCCN(S(=O)(=O)N3CCC(C)CC3)C2)cc1OC (centres undefined),?
CC(=O)CCC(=O)CNC(=O)CC[C@H]1O[C@@H](n2ccc(=O)[nH]c2=O)[C@H](O)[C@@H]1O,-4%
CN(C)S(=O)(=O)c1cccc(NC(=O)COc2ccccc2C(=O)Nc2ccccc2)c1,9.2µM*
CCN(C(=O)COC(=O)C(C)(C)Oc1ccc(Cl)cc1)c1c(N)n(Cc2ccccc2)c(=O)[nH]c1=O,?
CCCCN1C(=O)C(CC(=O)NCC2CCCCC2)CC(C(=O)N(CC)CC)=C1C (centres undefined),?
CSc1ccc(Cn2c(C)c(C(=O)NCc3ccc4c(c3)OCO4)sc2=O)cc1,15µM*
Cc1cccn2c(=S)[nH]nc12,-3%
O=C(Oc1ccc[nH]c1=O)C1CC1,-10%
CCOC(=O)CC1(CCc2ccccc2)Oc2ccccc2O1,-28%
CCN(CC(=O)Nc1c(F)cccc1F)C(=O)c1cccc(S(=O)(=O)N2CCCc3ccccc32)c1,16µM*
CCCn1c(=S)[nH]c2cc(C(=O)N3CCN(c4ccccc4)CC3)ccc2c1=O,-21%
CSc1ccc(OC2(C)CCN(Cc3ccccc3)C2)cc1 (centres undefined),?
COc1ccc(C(=O)c2[nH]c(N)c(C(=O)NCCc3c[nH]c4ccccc34)c2-c2ccc(Cl)c(F)c2)cc1,18µM*
O=C(Cc1cccnc1)N[C@@H]1CC[C@H](CCn2cc(Cc3ccccc3)nn2)O[C@@H]1CO,-1%
O=C1OC(CCl)CN1Cc1c(Cl)cccc1Cl (centres undefined),-7%
O=C(NN=Cc1ccc(O)cc1)C(=O)NN=Cc1ccc(O)cc1,-15%
NC1=NC(=O)C(c2ccccc2)(c2ccccc2)S1,?
COC(=O)C[C@H]1CC[C@@H](NC(=O)Nc2ccc(C(F)(F)F)cc2)[C@@H](CO)O1,1%
CSc1ccccc1CNc1nc(NCC2CC2)nc2ccsc12,21µM*
CC1(C(=O)NS(=O)(=O)c2cccc(C#N)c2)CCN1C(=O)c1ccccc1CCc1ccccc1 (centres undefined),-4%

# Among those listed so far, two contain a COOH group:
SMILES,DT40 TDP1 no CPT
CC1CCCCCCC1OC(=O)c1ccccc1C(=O)O (centres undefined),-22%
NC(CSC1(c2ccccc2)c2ccccc2-c2ccccc21)C(=O)O (centres undefined),?

# This is a subset (hit frequency here may not be typical).
